# TTR transcr act: increases transthyretin transcription; SH-SY5Y TTR promoter Gaussia luciferase, luminescence; 100% = recombinant luciferase protein wells; activation, % at 16.7 µM; 92,000 compounds, 1.3% hits; AID 1117267;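 active means activation above the mean of all tested compounds plus 3 SD, cut at about 9.5% in these data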;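 further: cells exposed to compounds for one day before reading; 0% = median of all test compound wells on the plate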
# Numbers without * were called inactive.
# The first six records as a preview:
TTR transcr act	SMILES
2.4	CN1C(C(=O)NCCc2cccs2)CC2Cn3c(nc4cc(Cl)c(Cl)cc43)C21 (stereo not drawn)
4.4	CCOC(=S)SCC(=O)N1CCc2ccccc2C1C1C(=O)CC(C)(C)CC1=O (stereo not drawn)
1.3	CCCCc1nn(-c2cc(Cl)ccc2OC)c2c1C(=O)CC(C)(C)C2
0.6	Cc1c(NC(=O)COC(=O)c2cccn2C)c(=O)n(-c2ccccc2)n1C
1.9	CC(=O)c1ccc(OCC(=O)N(C)CC(=O)Nc2ccc(N3CCOCC3)cc2)cc1
-0.3	COc1cc(C)c(-c2[nH]ncc2-c2csc(C)n2)c(O)c1

# All compounds of this part, from the start:
TTR transcr act	SMILES
2.4	CN1C(C(=O)NCCc2cccs2)CC2Cn3c(nc4cc(Cl)c(Cl)cc43)C21 (stereo not drawn)
4.4	CCOC(=S)SCC(=O)N1CCc2ccccc2C1C1C(=O)CC(C)(C)CC1=O (stereo not drawn)
1.3	CCCCc1nn(-c2cc(Cl)ccc2OC)c2c1C(=O)CC(C)(C)C2
0.6	Cc1c(NC(=O)COC(=O)c2cccn2C)c(=O)n(-c2ccccc2)n1C
1.9	CC(=O)c1ccc(OCC(=O)N(C)CC(=O)Nc2ccc(N3CCOCC3)cc2)cc1
-0.3	COc1cc(C)c(-c2[nH]ncc2-c2csc(C)n2)c(O)c1
-1.4	CCC(=O)N1CCCc2cc(S(=O)(=O)N3CCCc4ccccc43)ccc21
-1.2	O=C(C1CCCO1)N1CCN(Cc2c(O)ccc3ccccc23)CC1 (stereo not drawn)

# Arranged by the number under TTR transcr act (falling): five of the compounds above.
TTR transcr act	SMILES
4.4	CCOC(=S)SCC(=O)N1CCc2ccccc2C1C1C(=O)CC(C)(C)CC1=O (stereo not drawn)
2.4	CN1C(C(=O)NCCc2cccs2)CC2Cn3c(nc4cc(Cl)c(Cl)cc43)C21 (stereo not drawn)
0.6	Cc1c(NC(=O)COC(=O)c2cccn2C)c(=O)n(-c2ccccc2)n1C
-0.3	COc1cc(C)c(-c2[nH]ncc2-c2csc(C)n2)c(O)c1
-1.4	CCC(=O)N1CCCc2cc(S(=O)(=O)N3CCCc4ccccc43)ccc21

# (more compounds)
TTR transcr act	SMILES
3.4	COc1ccc(-c2cc(C(=O)NN)[nH]n2)cc1OC
0.1	CNC(=O)C(=O)N/N=C/c1cccnc1
7.1	Cc1ccc(C)c(S(=O)(=O)N2CCN(C(=O)Nc3ccccc3)CC2)c1
-0.2	CCOC(=O)NC(=O)COC(=O)Cc1cc(OC)c(OC)c(OC)c1
0.1	O=S(=O)(Nc1ncccn1)c1ccc(NC(=S)N2CCN(c3cccc(C(F)(F)F)c3)CC2)cc1
0.5	CCN(C(=O)COC(=O)CCC(=O)c1cccs1)c1ccccc1
-0.6	Cc1c(-c2ccco2)[n+](=O)c2c(n1[O-])CCCCC2
2.5	CCN(CC#CCC(O)(c1ccccc1)c1ccccc1)C(C)C
-1.8	CC(C)=CC(=O)Nc1nnc(C(C)C)s1
0.2	Cc1cc(=O)oc2c(C)c(OC(C)C(=O)NCc3ccccn3)ccc12 (stereo not drawn)
1.4	COc1ccc(N(CC(O)Cn2cnc3ccccc32)S(=O)(=O)c2ccc(C)cc2)cc1 (stereo not drawn)
3.5	C=CCOC(=O)C1C(=O)CC(C)(O)C(C(=O)OCC=C)C1c1ccc(OC)cc1 (stereo not drawn)
-0.8	O=C(O)c1ccc(CP(=O)(c2ccccc2)c2ccccc2)cc1
0.1	COCCn1c(SCC(=O)Nc2ccc(OC)cc2OC)nc2ccccc2c1=O
8.7	O=C(CN1CCN(C(=O)c2ccco2)CC1)Nc1c2c(nc3c1CCC3)CCCC2
-0.5	CCOC(=O)c1ccc(NC(=O)COc2cc3oc(=O)c(CC(C)O)c(C)c3cc2Cl)cc1 (stereo not drawn)
1.0	COc1ccc(CCNC(=O)CCCn2nc(C)c([N+](=O)[O-])c2C)cc1OC
0.5	C=CCn1c(SCC(=O)Nc2c(C)n(C)n(-c3ccccc3)c2=O)nc2sc(C)c(C)c2c1=O
-0.9	CCOC(=O)CCCCCN1C(=O)c2cccc3cccc(c23)C1=O
4.2	Cc1cccc(C)c1-n1nnnc1-c1nc2ccccc2[nH]c1=O
-0.6	CCOCCCNCc1ccc(OC)c(OC)c1
-4.2	Cc1cc(CN2CCCC(C(=O)Nc3cccc(-n4cccn4)c3)C2)cc(C)c1O (stereo not drawn)
0.3	C[C@@H]1CN([C@H](C)CO)C(=O)CCCn2cc(nn2)CO[C@H]1CN(C)S(=O)(=O)c1ccc(-c2ccccc2)cc1
-0.9	COc1ccccc1OCCNC(=O)Nc1cc(F)c(F)cc1Cl
0.7	O=c1c2oc3nc4c(cc3c2ncn1CCCc1ccccc1)CCCC4
0.1	O=C(c1cccc([N+](=O)[O-])c1)c1ccc2c(c1)OCCOCCOCCO2
1.2	CN1CCC2(CC1)N=C(c1ccc(F)cc1)C(=S)N2C(=O)c1ccccc1
-1.0	O=C(C1CC1)N1CCc2cc(Br)cc(S(=O)(=O)NC3CCCCC3)c21
-2.3	CCCCn1c(CCC(=O)O)ccc1-c1cccs1
-0.8	COc1ccc2c(c1)c(C(C)=O)c(C)n2-c1ccccc1OC
0.5	C/C(=N\NC(N)=S)c1ccncc1
-2.4	COc1ccc(C(=O)C2CCCN(Cc3cccn3-c3ccc(Cl)cn3)C2)c(OC)c1 (stereo not drawn)
0.6	O=C(NCCc1c[nH]c2ccccc12)OCc1cn(-c2ccccc2Cl)nn1
-1.0	Nc1ccc2nc(-c3ccc(Cl)cc3)[nH]c2c1
-0.3	NC(CSS(=O)(=O)O)=NCCC12CC3CC(CC(O)(C3)C1)C2
2.2	Cc1ccc2nc(N(CCN(C)C)C(=O)c3cc(Cl)sc3Cl)sc2c1
1.5	CC(=O)Nc1nnc(SCC(=O)N2CCc3ccccc32)s1
1.0	CCOC(=O)C1C(=O)OC2(CCCCC2)C1C(=O)OCC (stereo not drawn)
1.1	O=C(COc1ccc(F)cc1)N1CCc2ccccc2C1
-0.9	CC(C)c1ccc(-c2nc3ccccc3s2)cc1
1.0	Cn1nnnc1Sc1ncnc2scc(-c3cccc4ccccc34)c12
1.4	COc1ccc(S(=O)(=O)N2CCc3ccccc3C2)cc1
-1.4	COc1ccccc1N1C(=O)C2C(C(=O)c3ccccc3)=NN(c3ccccc3OC)C2C1=O (stereo not drawn)
1.8	CC(=O)NC1C(OCc2ccccc2)OC2COC(C)(C)OC2C1O (stereo not drawn)
0.4	CNC(=O)C(=O)Nc1cc2c3c(c1)CCC(=O)N3CCC2
-0.9	Cc1ccccc1CSCCNC(=S)Nc1ccccc1
-0.7	N#Cc1ccc(-c2nc3ccc(Br)cn3c2Cc2ccccc2C(F)(F)F)cc1
-0.9	Cn1nc(C(F)(F)F)c(-c2ccc(F)cc2)c1NC(=O)Nc1ccc(F)cc1
-3.5	CC(=O)c1ccc(N2CCN(c3ncc(C(F)(F)F)cc3Cl)CC2)cc1
0.1	COc1ccc(S(=O)(=O)N(C)CC(=O)NCc2ccccc2)cc1OC
-0.1	Cc1cccc(NC(=O)C2CCN(C(=O)[C@@H]3Cc4ccccc4CN3)CC2)c1
-1.5	CN(c1ccc(C(=O)N2CCN(c3ccccc3F)CC2)cc1)S(=O)(=O)c1ccccc1
1.1	CCOC(=O)N1CCN(C(=O)C(=O)NN)CC1
-1.8	CCN1CCN(c2ccc(S(=O)(=O)N3CCCCC3)cc2NC(=O)c2cccc(C)c2)CC1
-0.3	Cc1cc(C)nc(N(C#N)CCOc2ccc(Cl)cc2)n1
-3.3	COc1ccc(CN(C)C[C@H]2Oc3c(NC(=O)Nc4ccccc4)cccc3C(=O)N([C@H](C)CO)C[C@@H]2C)cc1

# Next structures
TTR transcr act	SMILES
1.8	CCC(C)(C)n1nnnc1CN1CCC(c2nc3ccc(C)cc3[nH]2)CC1
3.7	Cc1cccc(C(=O)NNC(=O)CN2C(=O)c3ccccc3C2=O)c1
-2.4	Cn1nc(C(=O)N2CCN(c3ccc(Cl)cc3)CC2)c2c1-c1ccccc1S(=O)(=O)C2
-0.2	CN(C)c1ccc(C(=O)OCC(=O)NCCNC(=O)COC(=O)c2ccc(N(C)C)cc2)cc1
-3.2	O=C(COc1cc(Cl)c(Cl)cc1Cl)Nc1ccncc1
5.2	O=C1CCC/C=C/C[C@@H](CC(=O)N(CCO)Cc2ccccc2)C(=O)NC[C@H](c2ccccc2)O1
-2.0	O=[N+]([O-])c1cccc(NC(=S)NCCc2ccccc2)c1
-0.7	C#CCN(C[C@@H]1[C@@H](OC(=O)NCC2CCCCC2)[C@@H](OC(=O)NCC2CCCCC2)Cn2c(=O)n(CCCCCC)c(=O)n21)S(=O)(=O)c1ccc(C)cc1
-0.1	COc1ccccc1NC(=S)N(CCc1ccc(OC)c(OC)c1)Cc1ccccn1
2.5	CC1(C)NC(=O)N(CC(=O)OCC(=O)Nc2cccc(F)c2)C1=O
-0.5	COc1ccc(-n2cc(-c3ccc(OC(F)F)cc3)[n+]3c2CCCCC3)cc1
1.0	COc1cc(S(=O)(=O)Nc2ccc3c(c2)C(=O)N(C)C3=O)ccc1NC(C)=O
0.9	CC1CCCCC1NC(=O)Cc1ccc(S(=O)(=O)N2CCOCC2)s1 (stereo not drawn)
2.8	Cc1cccc(C)c1NC(=S)N/N=C/c1ccccc1C(=O)O
0.1	COc1ccc(C2(CNC(=O)c3cccs3)CCOCC2)cc1
-1.4	COC(=O)c1ccc2nc(-c3ccc(OC)c(OC)c3)c(Cc3cccc(F)c3)n2c1
0.1	COC(=O)CCC(=O)Nc1cccc(C(=O)Nc2cccc(Cl)c2)c1
1.6	C=CCOc1cccc(C(=O)N2CCCC(Nc3ccc4c(c3)OCCO4)C2)c1 (stereo not drawn)
-1.1	CCOC(=O)[C@@H]1[C@H]2COc3ccc(Br)cc3[C@@H]2N2C(=O)N(c3ccc(C)cc3)C(=O)[C@@]12C
-4.0	CC(C)(C)c1ccc(-n2ncc3c2CCCC3NC(=O)c2ccco2)cc1 (stereo not drawn)
-1.4	CC(NC(=O)CNC(=S)N(Cc1ccccc1)Cc1cccnc1)c1ccccc1 (stereo not drawn)
0.0	COC(=O)C1=CN(c2cccc(Cl)c2)C=C(C(=O)OC)C1c1cccc(OC)c1
-3.1	O=C(Oc1ccc(-c2ccccc2)cc1)N1CCOCC1
1.2	O=C(NC(=S)Nc1ccc(S(=O)(=O)N2CCCC2)cc1)c1cccs1
0.3	Cc1ccc(NC(C)C(=O)N/N=C/c2c[nH]c3ccccc23)cc1 (stereo not drawn)
-0.7	CCC(=O)NCCc1cc2ccc(C)c(C)c2[nH]c1=O
-2.7	Cc1ccc(CNc2nc(NCc3ccccc3)nc3ccsc23)c(C)c1
1.3	Cc1nc(N)sc1C(=O)N/N=C/c1ccc([N+](=O)[O-])cc1
-0.7	O=S(=O)(NC1CCCCC1)c1ccc(S(=O)(=O)N2CCN3CCCC3C2)cc1 (stereo not drawn)
1.6	NC1=NC[C@H](Cc2ccc(O)cc2)N1CC1CCCCC1
-1.6	CCN(CC)C(=O)CSc1nnc(-c2ccccc2)c(-c2ccccc2)n1
1.6	CCN(CC)c1ccc(NC(=O)c2cccnc2)c(C)c1
-1.9	CC(C)C[C@H]1CNC(=S)N1CC1CCCN1C[C@H](Cc1ccccc1)N1C[C@H](Cc2ccc(O)cc2)N(CC2CCCCCC2)C1=S (stereo partly drawn)
17.3*	O=C(CSc1nnc(CNC(=O)c2ccccc2)o1)NCc1ccc2c(c1)OCO2
-3.1	Cc1cc(N2CCCC(C(=O)Nc3cccc4ccccc34)C2)n2ncnc2n1 (stereo not drawn)
-0.8	N#CCCSC(=S)C1CCCC1=N (stereo not drawn)
-1.0	Clc1ccc(OCCn2ccnc2)c2ccccc12
6.7	Cc1ccc(SCc2ccc(C(=O)Nc3cccnc3)cc2)cc1
-1.3	Cn1cc(C(=O)NCc2ccc(F)cc2)cn1
0.3	Cc1ccc(C)c(NC(=O)CCN2CCN(CCO)CC2)c1
-1.8	COc1cc(OC)c(C(=O)OCC(=O)Nc2ccc(S(=O)(=O)N3CCOCC3)cc2)cc1OC
1.0	CN(C)c1cnn(-c2ccccc2)c(=O)c1Cl
-2.2	Cc1nc(SCC(=O)N2CCN(C(=O)c3cccs3)CC2)c2c(C)c(C)sc2n1
-0.9	CC1=C(C(=O)OC2CCCCC2)C(c2ccc(C)o2)C2=C(CC(C)(C)CC2=O)N1 (stereo not drawn)
0.8	Cc1ccc(NC(=O)C(c2ccc(Cl)cc2)N2CCOCC2)cc1 (stereo not drawn)
0.8	Nc1[nH]c(C(=O)c2ccccc2)c(-c2ccccc2C(F)(F)F)c1C(=O)NCc1ccc(F)cc1
-0.9	COc1ccc(N2CCN(C(=O)c3nc4nc(C)cc(C)n4n3)CC2)cc1
3.4	COCCNC(=O)Cn1cnc2c1c(=O)n(C)c(=O)n2C
58.0*	C[C@H](NC(=O)[C@H]1N2C(=O)c3ccccc3C2SC1(C)C)C(=O)N1CCC[C@H]1C(=O)O (stereo partly drawn)
-2.7	O=C1NC[C@H](Cc2ccc(O)cc2)N(C[C@@H]2CCCN2C[C@H](Cc2ccccc2)N2C[C@H](Cc3ccc(O)cc3)N(CC3CCCCC3)C(=O)C2=O)C1=O
-2.3	COc1ccc(-c2ccc(CCC(=O)O)n2NC(=O)c2ccc(O)cc2)cc1
-0.2	COc1ccc(C2(C(=O)NCCN3CCOCC3)CCOCC2)cc1
-1.9	N#Cc1ccsc1NC(=O)C1CCN(C(=O)c2ccc(F)cc2)CC1
1.1	Cc1ccc2[nH]c3c(c2c1)SC(C)(C)CC3=O
-0.1	C[C@H](CO)N1C[C@H](C)[C@@H](CN(C)C(=O)Oc2ccccc2)OCc2cn(nn2)CCCC1=O
-1.5	Cc1ccc(S(=O)(=O)Nc2ccc(C(=O)OCC(=O)N(CCC#N)c3ccccc3)cc2)cc1C

# (continued)
TTR transcr act	SMILES
3.1	CCC(=O)Nc1ccc(Cl)c(NC(=O)c2ccccc2OC)c1
5.3	COCCNCCCCSc1ccc(Cl)cc1
-0.3	O=C(c1sc2ccccc2c1Cl)N1CCN(c2ncccn2)CC1
-1.2	COCCNC(=O)c1sc2ncn(CC(=O)Nc3ccc(C)c(Cl)c3)c(=O)c2c1C

# Quoted at random: 2 compounds from above.
TTR transcr act	SMILES
1.8	CCC(C)(C)n1nnnc1CN1CCC(c2nc3ccc(C)cc3[nH]2)CC1
-0.7	CCC(=O)NCCc1cc2ccc(C)c(C)c2[nH]c1=O

# Screens (PubChem BioAssay)

# This is a subset; rates above refer to the full screens.
